Bioassay records (PubChem BioAssay)
Hsp70 inhibitors – Hsp70 inhibitors, probe displacement, primary screen, biochemical, fluorescence polarization (AID 583) | displacement, % at 20 µM; hits with a dose series show IC50 in µM | 140,000 compounds, 0.06% hits | Hsp70 fluorescence polarization probe displacement, mP; higher % means a stronger effect; in the data active = displacement above about 50%;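 note: plate controls were vehicle for no effect and reference ligand for full effect; a part of the inactive calls stands beside numbers as strong as those of hits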
MKP-3 inhibition – MKP-3 phosphatase inhibitors, primary screen, biochemical, rat enzyme, in vitro (AID 425). 110,000 compounds, 0.17% hits. recombinant MKP-3 phosphatase activity, fluorescence; higher % means a stronger effect. one-dose inhibition, % at 20 µM; IC50 in µM for titrated hits; in the data active = inhibition above about 50%;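 note: plate controls were vehicle for no effect and reference inhibitor for full effect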
* hit, by the source's call; . = no result given; & = joins results of further samples.

Preview, two compounds:
SMILES	Hsp70 inhibitors	MKP-3 inhibition
COc1ccccc1N1CCN(C(CNS(=O)(=O)c2cc(F)ccc2F)c2cccnc2)CC1 (stereo not drawn)	-0.6%	-0.9%
COc1ccc(Cn2nnnc2C(c2ccc(C)cc2)N2CCN(C3CCCC3)CC2)cc1 (stereo not drawn)	-4.6%	-3.6%

The whole of this part, from the start:
SMILES	Hsp70 inhibitors	MKP-3 inhibition
COc1ccccc1N1CCN(C(CNS(=O)(=O)c2cc(F)ccc2F)c2cccnc2)CC1 (stereo not drawn)	-0.6%	-0.9%
COc1ccc(Cn2nnnc2C(c2ccc(C)cc2)N2CCN(C3CCCC3)CC2)cc1 (stereo not drawn)	-4.6%	-3.6%
CCOC(=O)c1c(NC(=O)c2ccc(C)c([N+](=O)[O-])c2)sc(C(=O)Nc2ccccc2OC)c1C	-4.4%	3.4%
O=C(Cn1nc(-c2ccc3c(c2)OCCO3)ccc1=O)Nc1ccc(N2CCOCC2)cc1	-2.3%	-3.4%
COc1ccc(S(=O)(=O)N2CCN(c3nc4ccccc4nc3-n3nc(C)cc3C)CC2)cc1	4.1%	-0.8%
O=C(O)c1ccc(N2C(=O)CC(Cc3ccccc3)C2=O)cc1 (stereo not drawn)	1.8%&0.1%	-3.2%&1.2%
Cc1ncsc1CCSc1nc2ccccc2c(=O)n1C	-1.1%	.
COc1cc(C2C3=C(CC(C)(C)CC3=O)OC3=C2C(=O)CC(C)(C)C3)cc(OC)c1O	-0.3%	-1.5%
O=c1cc(CSc2nnc(-c3cccs3)n2Cc2ccccc2)nc2sc3ccccc3n12	-8.4%	-3.1%
Cc1ccccc1-n1c(=O)cc(N2CCC3(CC2)OCCO3)[nH]c1=O	-1.0%	.
COC(=O)[C@H](C)NC(=O)Nc1cccc(C)c1	1.5%	.
O=C(c1cccs1)N(Cc1ccccc1)Cc1ccccc1	1.2%	2.7%
COc1ccc(-c2cn3c(n2)CCC3)cc1	6.7%	2.9%
O=C1OC(c2cccc(F)c2)=N/C1=C\c1ccc(F)cc1	1.5%	-3.5%
CCOC(=O)N1CCN(C(=O)CN(Cc2ccccc2)S(C)(=O)=O)CC1	-0.3%	1.0%
COC(=O)c1cccc(N2CCCC2=O)c1	3.2%	-5.5%
CCCC1=C(C(=O)OCC)C(/C=C/c2ccccc2)n2ncnc2N1 (stereo not drawn)	-0.5%	.
CCc1cc(C(=O)N2CCOCC2)c(NC2=NS(=O)(=O)c3ccccc32)s1	-5.5%	-0.1%
CC(=O)c1ccc(NC(=O)COc2ccccc2[N+](=O)[O-])cc1	1.2%	2.0%
CCOC(=O)C1=C(CSc2nc(C)cc(C)c2C#N)OC(N)=C(C#N)C1c1ccccc1 (stereo not drawn)	-0.7%	.
COc1cccc2cc(C(=O)Nc3cccnc3N3CCOCC3)c(=O)oc12	-5.7%	-4.0%
Cc1cccc(CN2CCN(C(=O)c3ccco3)CC2)c1	-2.1%	2.6%
O=C(O)C1CC(=O)N(C2CCCCCC2)C1 (stereo not drawn)	1.1%	-7.8%
COc1ccc(-c2nnn(CC(=O)N(CC(=O)NCCC(C)C)c3ccccc3)n2)cc1OC	-3.6%	0.3%
COc1cccc(NC(=O)COc2ccc(S(=O)(=O)NC(C)C)cc2)c1	2.0%	.
O=c1c(C=NCC2CCCO2)c(C(F)(F)F)[nH]n1-c1nc2ccccc2s1 (stereo not drawn)	0.2%	0.4%
CCOc1ccccc1C1C(C(=O)OC)=C(N)OC2=C1C(=O)CCC2 (stereo not drawn)	-0.4%	-8.6%
Cc1ccc(CN(c2ccc(C(=O)NCc3ccccn3)cc2)S(C)(=O)=O)cc1	3.1%	.
COc1ccc(C2CC(c3ccc(F)cc3)=NN2c2ccccc2)cc1OC (stereo not drawn)	1.8%	3.5%
Cc1ccc(C2/C(=C(\O)c3ccc(Cl)cc3)C(=O)C(=O)N2CCCn2ccnc2)cc1 (stereo not drawn)	-4.7%	1.3%
O=C(O)CCC(=O)N1N=C(c2ccccc2)CC1c1ccccc1Cl (stereo not drawn)	3.9%	-3.0%
CC(=O)Nc1ccc(S(=O)(=O)N2CCSC2c2ccc(Cl)cc2)cc1 (stereo not drawn)	-0.7%	-7.0%
O=C(Nc1nc(-c2cccc([N+](=O)[O-])c2)cs1)c1ccc(S(=O)(=O)N2CCCC2)cc1	-0.2%	-3.7%
C=CCc1cc(/C=C2\C(=O)NC(=O)N(c3ccc(C)cc3)C2=O)cc(OC)c1OCC(=O)OC	-0.8%	2.8%
Cc1cccc(NC(=O)Cn2cnc3c(cnn3-c3ccc(F)cc3)c2=O)c1C	0.6%	-11.0%
CS(=O)(=O)Nc1ccc(C(=O)NCC2CCCO2)cc1 (stereo not drawn)	3.3%	-7.1%

Laid out differently: results already given
| Compound | Hsp70 inhibitors | MKP-3 inhibition |
| --- | --- | --- |
| O=c1c(C=NCC2CCCO2)c(C(F)(F)F)[nH]n1-c1nc2ccccc2s1 (stereo not drawn) | 0.2% | 0.4% |
| CCOc1ccccc1C1C(C(=O)OC)=C(N)OC2=C1C(=O)CCC2 (stereo not drawn) | -0.4% | -8.6% |
| Cc1ccc(CN(c2ccc(C(=O)NCc3ccccn3)cc2)S(C)(=O)=O)cc1 | 3.1% | . |
| COc1ccc(C2CC(c3ccc(F)cc3)=NN2c2ccccc2)cc1OC (stereo not drawn) | 1.8% | 3.5% |
| Cc1ccc(C2/C(=C(\O)c3ccc(Cl)cc3)C(=O)C(=O)N2CCCn2ccnc2)cc1 (stereo not drawn) | -4.7% | 1.3% |
| O=C(O)CCC(=O)N1N=C(c2ccccc2)CC1c1ccccc1Cl (stereo not drawn) | 3.9% | -3.0% |
| CC(=O)Nc1ccc(S(=O)(=O)N2CCSC2c2ccc(Cl)cc2)cc1 (stereo not drawn) | -0.7% | -7.0% |

Next entries follow:
SMILES	Hsp70 inhibitors	MKP-3 inhibition
COCCn1c(N2CCN(c3ccc(OC)cc3)CC2)nc2c1c(=O)n(C)c(=O)n2C	8.5%	-6.8%
COc1ccc(N2CCN(c3nc(NC(C)(C)C)nc(N4CCCCC4)n3)CC2)cc1	0.4%	-12.6%
CCC(NC(=O)c1ccccc1NC(=O)c1ccc(C)cc1)C(=O)O (stereo not drawn)	-1.3%	.
O=C(NCCNc1ccc(Cl)cc1[N+](=O)[O-])c1ccc(F)cc1	0.0%	3.6%
CCOc1ccccc1N(CC(=O)O)S(=O)(=O)c1ccccc1	5.7%	0.3%
Cn1c(CNC(=O)C(C)(C)C)nc2ccccc21	-3.2%	6.7%
COc1ccc(N(C(=O)c2ccccc2F)C2C=CS(=O)(=O)C2)cc1 (stereo not drawn)	6.8%	-0.4%
CC(C)(C)C(=O)Nc1cccc(-c2nnc(-c3ccco3)o2)c1	-6.2%	4.1%
COc1ccccc1N1CCN(CCCOc2ccc(F)cc2)CC1	3.3%	.
Cc1ccc(N(CC(N)=O)S(=O)(=O)c2ccccc2)c(C)c1	4.4%	2.3%
CCOC(=O)c1cc2sccc2n1CC(=O)c1ccc2c(c1)OCCO2	-2.9%	-4.9%
CCOc1cc(C#N)c(NC(=O)CSc2nnnn2-c2ccc(OC)cc2)cc1OCC	8.3%	-13.5%
O=C(NCCc1ccccc1)C(=O)NC1CCCC1	4.1%	-0.6%
COc1ccc(N(CC(=O)N2CCCC(C)C2)S(=O)(=O)c2c(C)nn(C)c2C)cc1 (stereo not drawn)	7.5%	-3.6%
COc1cc(/C=N/n2cnnc2)cc(I)c1OCCOc1ccc(C(C)(C)C)cc1	-2.5%	5.1%
Cc1ccc(Cn2ncc3c(N4CCN(c5ccccc5C)CC4)ncnc32)cc1	0.3%	-6.3%
COC(=O)c1ccc(Cl)c(NC(=O)C23CC4CC(C)(CC(C)(C4)C2)C3)c1	5.1%	-0.8%
O=C(CSc1ccc2nnc(-c3ccncc3)n2n1)Nc1ccc2c(c1)OCCO2	.	0.7%
O=C1C2C(C(=O)N1CC1CCCO1)C1C=CC2C12CC2 (stereo not drawn)	.	-3.6%
CCCCCC(=O)N(CN1C(=O)CCC1=O)c1ccccc1	2.0%	2.7%
COc1cccc(C2(c3cccc(OC)c3)CC2C(=O)Nc2ccccc2Cl)c1 (stereo not drawn)	5.5%	1.4%
CCOC(=O)Cc1c(C)nc2c(-c3ccccc3)c(C)nn2c1C	8.4%	.
COc1ccc(NC(=O)C(C)Sc2ccccc2)cc1 (stereo not drawn)	-9.1%	.
COc1ccccc1NC(=O)c1oc2ccc(C)cc2c1C	1.6%&-1.4%	3.8%&2.0%
NNC(=O)c1cc(C(=O)O)nc2ccc(Br)cc12	0.2%	-0.5%
O=C(O/N=C(/c1ccc(Br)cc1)N1CCOCC1)c1ccccc1	2.3%	-4.8%
Cc1cc(S(=O)(=O)NC2CCCCC2)ccc1OCC(=O)NCc1cccnc1	-3.8%	.
CC1(C)Cc2nc3sc4c(=O)[nH]cnc4c3cc2CS1	6.9%	2.8%
COc1ccc(-n2nc3ccc(NC(=O)COc4ccccc4Cl)cc3n2)cc1	-4.0%	1.3%
Cc1cc(OC(=O)c2cccs2)ccc1C(C)C	0.4%	.
Cc1nc(N2CCN(C(=O)COc3ccccc3)CC2)c2c(C)c(C)sc2n1	0.4%	.
CCOC(=O)CSc1nc2c(sc3ccccc32)c(=O)n1CCCN1CCOCC1	1.7%	-3.5%
CC(C)=CC(=O)Nc1ccccc1Br	-1.2%	-3.8%
CCC(=O)/C=C1\Sc2ccccc2N1CC	4.1%	-8.9%
COc1cc(NC(C)C(=O)N2CC(C)OC(C)C2)cc(OC)c1 (stereo not drawn)	0.7%	.
Cc1ccc(NC(=O)CCn2cnc3cc(C)c(C)cc32)cc1	-1.8%	.
O=C(Nc1ccccc1C(=O)NCc1ccccc1)c1ccccc1F	-0.1%	-5.3%
CCCOc1ccc(-c2nnc(NC(=O)Nc3ccccc3)s2)cc1	-3.6%	-1.9%
O=C(O)c1c[nH]ccc1=O	-4.8%	-4.2%
COc1ccccc1C(=O)NC(C)c1ccccc1 (stereo not drawn)	2.3%	.
O=C(NCCN1CCOCC1)c1cc2cc(Cl)cc(Cl)c2oc1=O	9.4%	.
Cc1ccc(C)n1-c1cc(C(=O)O)cc(C(=O)O)c1	8.5%	32.5%
Cc1cccc(OCC(=O)N2CCC(c3ccccc3)C2)c1 (stereo not drawn)	5.1%	-11.8%
COc1ccc(S(=O)(=O)N2CCC(C(=O)NCC3CCCO3)CC2)cc1 (stereo not drawn)	0.7%	.
CC(=O)NCCn1c(SCC(=O)NCC2CCCO2)nc2ccccc2c1=O (stereo not drawn)	3.3%	-4.0%
Cc1ccc(C(CC(=O)O)Nc2nc(N3CCOCC3)nc(N3CCOCC3)n2)cc1 (stereo not drawn)	5.4%	.
CCOC(=O)c1cc2c(=O)n3cccc(C)c3nc2n(CCc2ccccc2)c1=N	11.1%	-8.2%
O=C(Oc1ccccc1)Oc1c(Cl)cc2oc(=O)sc2c1Cl	28.9%	3.7%
COc1ccc(Nc2n[nH]c(C)c2[N+](=O)[O-])cc1	2.1%	-1.4%
COc1ccc(NC(=O)CCN2C(=O)/C(=C\c3cccc(OC)c3)SC2=S)cc1	-0.1%	-0.9%
CS(=O)(=O)N(Cc1ccc(C(=O)NCCSc2ccccn2)cc1)c1ccccc1	0.3%	-2.5%
O=C(NCCCn1ccnc1)c1cccc(S(=O)(=O)N2CCCCCC2)c1	-1.5%	.
Clc1cccc(OCCCCCn2ccnc2)c1	4.1%	-2.2%
CC(C)c1ccc(NC(=O)CCNS(=O)(=O)c2cccc3nsnc23)cc1	2.3%	.
CC(O)C1C(=O)OC2(C)CC(C)(C)NC(=S)N12 (stereo not drawn)	0.9%	.
COCCCNC(=O)CSc1nc2ccc(N3CCOCC3)cc2c(=O)n1CCc1ccccc1	1.9%	-5.3%
COc1ccc(CC(=O)N2N=C(c3ccc(F)cc3)CC2(O)C(F)(F)F)cc1OC (stereo not drawn)	-0.1%	2.0%
CCc1ccc(-c2nn(-c3ccccc3)cc2C2SCC(=O)N2Cc2ccco2)cc1 (stereo not drawn)	7.3%	.
O=C(Nc1ccccc1)c1ccccc1O	-2.3%&-0.2%	-11.0%&2.8%
CC(C)(C)C1(C)OC(C(=O)NC2CCCCC2)C(C(=O)NC2CCCCC2)O1 (stereo not drawn)	0.5%	.
(continued)
SMILES	Hsp70 inhibitors	MKP-3 inhibition
O=c1c(C=NCCCn2ccnc2)c(-c2ccccc2)[nH]n1-c1nc2ccccc2s1	-4.6%	-8.8%
CCNc1nc(NCC)nc(N(C)n2cnnc2)n1	5.1%	-19.2%
CCC(/C=C1\N=C(c2cccc(F)c2)OC1=O)=C\c1ccccc1	1.3%	4.5%
Cc1cc(C)c(S(=O)(=O)NCC(=O)O)cc1C	0.4%	.
Clc1ccc(-c2nc(-c3ccccn3)no2)cc1Cl	-0.7%	-9.7%
CC(=O)NC(Cc1ccccc1)C(=O)NC1CCN(C(=O)c2cnccn2)CC1 (stereo not drawn)	2.1%	-10.7%
O=Cc1cn(CCC(=O)O)c2ccccc12	-1.6%	2.4%
O=C(Nc1cccc2ccccc12)C1C2CCC3C(CCC21)C3(Cl)Cl (stereo not drawn)	0.2%	1.9%
CCSc1nnc(NC(=O)c2c(OC)cccc2OC)s1	6.4%	0.3%
CCOc1cc(CN2CCN(c3ccc(C(C)=O)cc3)CC2)ccc1OC	.	-19.3%
C=CCn1c(SCC(=O)Nc2nnc(CC)s2)nnc1-c1ccco1	2.7%	-0.6%
CCOC(=O)c1c(-c2ccccc2)oc2ccc(OC(=O)c3cccs3)cc12	-1.6%	3.7%
COc1ccc(Nc2cc(C)nc3ccccc23)cc1	-2.1%	4.8%
Cc1ccc(SCc2nnc(N)s2)cc1	0.2%	-0.1%
CCCCSc1nc(N)c(NC(=O)c2ccco2)c(=O)[nH]1	-3.2%	-4.5%
O=C(NCC1CCCO1)c1ccc(CS(=O)(=O)Cc2ccc(F)cc2)o1 (stereo not drawn)	1.8%	-0.9%
Cn1c(-c2ccc(F)cc2)cnc1SCC(=O)Nc1ccccc1N1CCOCC1	0.5%	-10.0%
Cc1cc(Nc2ccccc2)n2c(nc3ccccc32)c1C#N	-11.7%	4.4%
N#CCCN(C(=O)CSc1nc(-c2ccccc2)cn1N)c1ccc(F)cc1	0.4%	.

This is a subset (hit frequency here may not be typical).
